Assay outcomes deposited in PubChem BioAssay by National Center for Advancing Translational Sciences (NCATS).
Tb PGK inh: qHTS Assay to Find Inhibitors of Phosphoglycerate Kinase; Phosphoglycerate kinase, glycosomal (Trypanosoma brucei brucei), P07378; PGK/GAPDH coupled, Kinase-Glo luminescence, 60 min; Potency, µM (doses to about 57.5 µM), for inactives: at the top dose activity change, negative = inhibition, actives largely listed as inhibitors; hit rate 0.043% among 380,000; AID 602233, 2012; further: potency means the concentration at half of the fitted maximal effect; on the % scale 0 is the no-effect control and ±100 the full control effect; nearly all actives have a fitted effect of over 60% in size
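Recombinant glycosomal PGK reaction used 1,3-bisphosphoglycerate generated in-well by GAPDH (100nM final) in 100mM TEA pH 7.6, 5mM MgCl2, 0.01% Tween-20. After 60 minutes at room temperature, ATP was read by Kinase-Glo Plus luminescence end-point.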
Pin1 inhibitor: qHTS Assay to Find Inhibitors of Pin1. Peptidyl-prolyl cis-trans isomerase NIMA-interacting 1 (Homo sapiens), Q13526. Potency, µM (doses to about 115 µM), without a hit: at the top dose activity, negative = inhibition, actives largely listed as inhibitors. hit rate 0.009% among 390,000. Pin1 FP peptide displacement, HiFluor488, 10 min; active means well fitted inhibition curve with a large enough effect in the polarisation, with a control signal flat, not every such curve was filed as active; inconclusive means small, poorly fitted or top-dose-only effect, or effect the other way, or a change in a side signal; inactive means no such curve, though single readings can be large or run the other way; the % refers to the polarisation; further: potency means the concentration at half of the fitted maximal effect; on the % scale 0 is the no-effect control and ±100 the full control effect
Target sequence (Q13526 whole entry, looked up): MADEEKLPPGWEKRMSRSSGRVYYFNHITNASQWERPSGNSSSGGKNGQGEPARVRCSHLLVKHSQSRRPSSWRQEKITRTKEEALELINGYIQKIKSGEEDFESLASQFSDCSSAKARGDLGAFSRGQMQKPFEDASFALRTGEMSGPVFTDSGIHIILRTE
USP1-UAF1 inh: Inhibitors of USP1/UAF1: Primary Screen | Ubiquitin carboxyl-terminal hydrolase 1 (Homo sapiens), O94782 | recombinant USP1/UAF1, Ub-Rhodamine cleavage fluorescence | Potency, µM (titrated, usually from 57.1 µM), for the others: top-dose activity change, negative = inhibition, most hits filed as inhibitors | hit rate 0.23% among 390,000; further: potency means the concentration at half of the fitted maximal effect; on the % scale 0 is the no-effect control and ±100 the full control effect; nearly all actives have a fitted effect of over 60% in size; inactives centre near -12
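Step one: compound is pinned into 1nM USP1/UAF1 in HEPES pH 7.8 buffer with TCEP. Step two: 15 min room-temperature incubation. Step three: Ub-Rho (150nM final) starts cleavage, tracked by fluorescence over six one-minute reads.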
mIDH1 inhibitor: qHTS for Inhibitors of mutant isocitrate dehydrogenase 1 (IDH1): qHTS. Isocitrate dehydrogenase [NADP] cytoplasmic (Homo sapiens), O75874. IDH1-R132H enzyme, NADPH consumption, diaphorase/resazurin fluorescence. Potency, µM (highest dose often 76.6 µM), for the others: at the highest dose activity change, negative = inhibition, hits mostly inhibitors. hit rate 0.093% among 390,000. AID 602179, 2012; further: potency means the concentration at half of the fitted maximal effect; on the % scale 0 is the no-effect control and ±100 the full control effect; nearly all actives have a fitted effect of over 65% in size
Target sequence (O75874 whole entry R132H, stated change not applied): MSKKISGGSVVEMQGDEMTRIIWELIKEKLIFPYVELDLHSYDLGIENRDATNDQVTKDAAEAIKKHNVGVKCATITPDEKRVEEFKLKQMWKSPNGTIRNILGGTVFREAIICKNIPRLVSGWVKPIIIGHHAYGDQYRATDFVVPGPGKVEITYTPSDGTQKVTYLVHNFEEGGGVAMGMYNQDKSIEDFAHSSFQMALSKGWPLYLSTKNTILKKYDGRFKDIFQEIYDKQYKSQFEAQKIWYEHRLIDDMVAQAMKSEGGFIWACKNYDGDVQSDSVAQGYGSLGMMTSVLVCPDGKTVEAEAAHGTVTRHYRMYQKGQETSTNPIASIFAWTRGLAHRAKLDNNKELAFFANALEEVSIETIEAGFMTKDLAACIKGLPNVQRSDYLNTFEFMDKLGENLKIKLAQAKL
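IDH1-R132H (0.5 ug/mL dispensed) in pH 7.5 Tris buffer was preincubated 30 min with compound, then given a substrate mix of 0.016 mM NADPH and 2 mM alpha-KG for 80 min at room temperature; remaining NADPH was read by diaphorase/resazurin fluorescence.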
PI4K2A inh: qHTS for small molecular inhibitors of PI4K2A. Phosphatidylinositol 4-kinase type 2-alpha (Homo sapiens), Q9BTU6. purified PI4K2A, ADP-Glo luminescence, 1 h; hits give low values. activity change, negative = inhibition, % at 76.9 µM. hit rate 0.13% among 420,000; in the data active means activity change below about -50%; inconclusive means mostly about -30% to -49%;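 further: -100% = wells without enzyme as full effect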
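Compounds are screened against recombinant PI4K2A using PI as substrate and ATP, the latter dispensed at 300 microM. Reactions run one hour at ambient temperature before ADP-Glo detection; full inhibition defined by wells lacking enzyme.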
GLS inhibitor: qHTS for Inhibitors of Glutaminase (GLS). Potency, µM (series often up to 45.5 µM), for inactives: at the top dose activity change, negative = inhibition, actives largely listed as inhibitors. Glutaminase kidney isoform, mitochondrial (Homo sapiens), O94925. GLS enzymatic activity, qHTS titration. hit rate 0.21% among 410,000; further: potency means the concentration at half of the fitted maximal effect; on the % scale 0 is the no-effect control and ±100 the full control effect
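Human kidney-isoform GLS in 45 mM KH2PO4 pH 8.2, 0.02% Tween-20, with compound, started with 1mM L-Glutamine (added stock). Glutamate oxidase/HRP/Amplex red coupled fluorescence read at start and after 30 min at RT.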
HP1b binding inh: HTS for Inhibitors of HP1-beta Chromodomain Interactions with Methylated Histone Tails. Chromobox protein homolog 1 (Homo sapiens), P83916. AlphaScreen HP1-beta / biotin-H3K9me3 peptide binding. Potency, µM (top dose mostly 114 µM), for inactives: at the top dose activity change, negative = inhibition, actives largely listed as inhibitors. hit rate 0.56% among 390,000. AID 540317, 2011; further: potency means the concentration at half of the fitted maximal effect; nearly all actives have a fitted effect of over 70% in size; inactives centre near 23
Target sequence (P83916 whole entry, looked up): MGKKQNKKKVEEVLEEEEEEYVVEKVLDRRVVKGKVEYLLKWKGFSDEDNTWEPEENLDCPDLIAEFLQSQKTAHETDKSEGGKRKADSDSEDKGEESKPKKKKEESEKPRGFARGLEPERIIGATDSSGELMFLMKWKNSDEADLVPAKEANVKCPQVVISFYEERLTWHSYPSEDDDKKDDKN
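HP1-beta protein (50 nM final) preincubated 30 min at room temperature with biotinylated H3(1-18)K9me3 peptide (50 nM) in PBS pH 7.4, 0.01% Tween-20, then compound added for 30 min. AlphaScreen streptavidin donor/nickel chelate acceptor beads (10 ug/mL final), 30 min dark, luminescence read.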
rTrxR1 inhibitor: qHTS Assay for Inhibitors of Mammalian Selenoprotein Thioredoxin Reductase 1 (TrxR1): qHTS | Thioredoxin reductase 1, cytoplasmic (Rattus norvegicus), O89049 | recombinant rTrxR1, NADPH fluorescence consumption, selenite substrate | Potency, µM (doses to about 114 µM), for the others: at the top dose activity change, negative = inhibition, usual class: inhibitors | hit rate 1% among 390,000 | AID 588453, 2011; further: potency means the concentration at half of the fitted maximal effect; on the % scale 0 is the no-effect control and ±100 the full control effect; nearly all actives have a fitted effect of over 65% in size
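Rat TrxR1 (90 nM in the dispensed reagent) was pre-reduced with 400 uM NADPH for 5 min at room temperature, then incubated with compound for 15 min. After 400 uM selenite was added, NADPH fluorescence (Ex 340/Em 450 nm) was followed for 8 min.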
TrxR1 substrate: qHTS Assay for Substrates of Mammalian Selenoprotein Thioredoxin Reductase 1 (TrxR1): qHTS. Potency, µM (titrated, usually from 114 µM), for inactives: at the top dose activity change, negative = substrate turnover. AID 588456, 2011. hit rate 0.01% among 390,000. Thioredoxin reductase 1, cytoplasmic (Rattus norvegicus), O89049. purified TrxR1 substrate turnover, NADPH consumption readout; further: potency means the concentration at half of the fitted maximal effect; on the % scale 0 is the no-effect control and ±100 the full control effect; nearly all actives have a fitted effect of over 50% in size
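Rat TrxR1, dispensed at 90 nM, was prereduced with 400 uM NADPH (final) for 5 min at ~22 deg C, then incubated with compound 15 min before 400 uM selenite. A first-read NADPH fluorescence drop versus no-compound background flagged substrates.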
* marks the source's active call; other numbers are inactive results; i = inactive; ? = inconclusive; . = no result given; & = joins results of further samples; [ ] = remark or other dose. Unless noted, the call rests on the fitted dose curve; in most records, active means well fitted curve in the direction sought with a large enough effect; inconclusive means small, poorly fitted or top-dose-only effect, or another doubt; inactive means no such curve, though single readings can be large; an effect the other way counts as inactive or inconclusive. These rows are one share of the data; count on the stated rates, not on these rows.

entry	molecule	Tb PGK inh	Pin1 inhibitor	USP1-UAF1 inh	mIDH1 inhibitor	PI4K2A inh	GLS inhibitor	HP1b binding inh	rTrxR1 inhibitor	TrxR1 substrate
1	Cc1ccc(-c2nc(CS(=O)CC(=O)NC(C)CCc3ccccc3)c(C)o2)cc1 (centres undefined)	0%	-2%	-7%	5%	-6	1%	-10%[57 µM]	?	1%
2	Cc1ccc(N(C(=O)CNC(=O)c2ccco2)C(C(=O)NC2CCCCC2)c2ccncc2)c(C)c1 (centres undefined)	2%	0%	-16%	-8%	-2	-9%	15%	-3%	-2%
3	COc1cc(OC)cc(C(=O)Nc2ccc(Cn3ccnc3)cc2)c1	-2%	-2%	-16%	-8%	0	0%	23%	0%	-26%
4	Cc1nn(-c2ccccc2)c(OC(=O)C(C)(C)C)c1Sc1ccccc1	-1%	0%	?	0%	-10	2%	81%[activator]	51%[activator]	-3%
5	Cc1cccn2c(=O)c(/C=N/O)c(Nc3ccccc3F)nc12	i	5%	-8%	0%	-8	-12%	31%	9%	0%
6	Clc1ccc(-c2cn3nc4c(nc3n2)CCCC4)cc1	1%	?	?	3%	-20	13%	50%[activator]	3%[57.1 µM]	18%[57.1 µM]
7	CSc1nnc(CCNS(=O)(=O)c2ccccc2Br)n1C	8%	-2%	-20%	-2%	1	-2%	4%	24%[57.1 µM]	11%[57.1 µM]
8	CCCCCC(=O)NNC(=S)NC(=O)c1ccccc1[N+](=O)[O-]	31%[activator]	-9%	-2%	-6%	9	12%	21%	-4%[57.1 µM]	2%[57.1 µM]
9	CN1/C(=C\C(=O)c2cccnc2)C(C)(C)c2ccccc21	3%	1%	-16%	4%	-1	-3%	68%[activator]	-3%	-6%
10	CNS(=O)(=O)c1ccc(NS(=O)(=O)c2ccccc2F)cc1	-1%	-2%	-17%	-9%	2	-12%	21%[57 µM]	18%	-2%
11	CC(C)(C)OC(=O)C[C@H]1C/C=C\C[C@H](CC(=O)N(CCO)Cc2ccccc2)C(=O)N[C@@H](c2ccccc2)COC1=O	-4%	4%	7%	2%	5	2%	30%	21%	-1%
12	COc1ccc(OC)c(/C=C2\Oc3cc(OCC(=O)N4CCC(C(=O)O)CC4)ccc3C2=O)c1	-3%	35%[activator]	?	5%	-3	11%	31%	-4%[57.1 µM]	-6%[57.1 µM]
13	COc1ccc(/C=C/C(=O)OCC(=O)NC2CCCCCCC2)cc1	0%	0%	-6%	4%	5	-8%	46%[activator]	1%	-2%
14	COc1ccc(/C=C2\CC/C(=C\c3ccc(OC)c(OC)c3)C2=O)cc1OC	-7%	-5%	-2%	-12%	1	5%	-22%	-20%	?
15	O=C(N[C@@H]1c2ccccc2CC[C@@H]1OCc1ccccc1)c1ccc(-c2ccccc2)cc1	-3%	3%	?	12%	3	-10%	62%[activator]	25%	4%
16	CCOc1ccccc1NC(=O)COc1ccc(S(=O)(=O)NC2CCCCC2)cc1	-8%	25%	-28%	0%	2	2%	26%	34%	3%
17	O=C(C1=C[C@H](C2CC2)C[C@H](OCc2ccc(CO)cc2)O1)N1CCN(Cc2ccc3c(c2)OCO3)CC1	2%	-4%	-13%	7%	3	4%	0%	-4%	-6%
18	COc1ccc(-n2c(SCC(=O)NC3CC3)nc3ccccc3c2=O)cc1OC	i	-2%	-22%	3%	0	-4%	39%[activator]	-2%	-4%
19	O=C(Nc1c2c(nn1-c1ccc(F)cc1)CS(=O)(=O)C2)c1ccc(Br)o1	-1%	-10%	-14%	0%	-3	3%	15%	24%	8%
20	Cc1cccc2c(SCC(N)=O)nc(-c3ccccc3)nc12	-10%	0%	-7%	-1%	3	-4%	31%	59%[activator]	6%
21	CC(NC(=O)c1cc(S(=O)(=O)N2CCCC2)ccc1Cl)c1ccccn1 (centres undefined)	i	1%	-15%	0%	4	-8%	34%	21%	1%
22	CC(C)(C)n1ncc2c(=O)n(Cc3c(F)cccc3Cl)cnc21	i	-7%&-3%	-23%	4%	1	0%	25%&36%	0%&11%	-4%&1%
23	COc1ccc(OC)c(Nc2nc(-c3c(C)nc4ncccn34)cs2)c1	-8%	-1%	-24%	-6%	-3	0%	0%	15%	6%
24	CCc1c(C)nc2nc(NC(C)=O)[nH]n2c1=O	-1%	-2%	-1%	-2%	1	1%	14%	4%	1%

Gathered by group: the entries above containing two or more sulfur atoms (2)
entry	molecule	Tb PGK inh	Pin1 inhibitor	USP1-UAF1 inh	mIDH1 inhibitor	PI4K2A inh	GLS inhibitor	HP1b binding inh	rTrxR1 inhibitor	TrxR1 substrate
7	CSc1nnc(CCNS(=O)(=O)c2ccccc2Br)n1C	8%	-2%	-20%	-2%	1	-2%	4%	24%[57.1 µM]	11%[57.1 µM]
10	CNS(=O)(=O)c1ccc(NS(=O)(=O)c2ccccc2F)cc1	-1%	-2%	-17%	-9%	2	-12%	21%[57 µM]	18%	-2%

The list continues:
# | SMILES | Tb PGK inh | Pin1 inhibitor | USP1-UAF1 inh | mIDH1 inhibitor | PI4K2A inh | GLS inhibitor | HP1b binding inh | rTrxR1 inhibitor | TrxR1 substrate
25 | O=C(O)C1=CCNCC1 | -2% | -1% | -10% | -10% | 2&7 | -1% | 14% | -3%[57.1 µM] | -3%[57.1 µM]
26 | CCOC(=O)CCc1c(C)c2cc3c(c(C)c2oc1=O)OCN(CCc1ccccc1OC)C3 | i | ? | -21% | 6% | -14 | 42%[activator] | 47%[activator] | -18% | 379%[activator]
27 | COc1ccc(-c2cc(C(=O)Oc3ccc([N+](=O)[O-])cc3)c3ccccc3n2)cc1 | 1% | -8% | 0% | -1% | 19 | -2% | 7% | -2% | 170%[activator]
28 | O=P(O)(CCCP(=O)(O)CCc1ccccc1)CCc1ccccc1 | i | -13% | -14% | 2% | -4 | 9% | 5% | -1% | -2%
29 | CCOC(=O)c1cc2cc(OC)ccc2nc1C | -1% | -2% | -4% | 4% | 1 | -4% | 69%[activator] | 24%[11.4 µM] | 1%[11.4 µM]
30 | Oc1[nH]c2ccccc2c1N=Nc1c(F)c(F)c(F)c(F)c1F | i | ? | -18% | -1% | -3 | 2% | 15% | ? | -1%
31 | CNCc1ccccc1Sc1cccc(O)c1 | 1% | 3% | -2% | -2% | 5 | 11% | 8% | -10%[57.1 µM] | 6%[57.1 µM]
32 | CCN(CC(=O)NC(C)C)Cc1nc2sc3c(c2c(=O)[nH]1)CCC3 | -1% | 14% | -2% | -2% | -2 | 9% | 14% | 3% | -1%
33 | Cc1c(NC(=O)C2CC(c3c(F)cccc3Cl)=NO2)c(=O)n(-c2ccccc2)n1C (centres undefined) | . | -5% | -1% | 6% | 1 | -1% | 30% | -9% | -2%
34 | O=C(CC1Sc2ccc(C(F)(F)F)cc2NC1=O)Nc1ccc(Cl)c(C(F)(F)F)c1 (centres undefined) | -3% | 2% | -32% | 3% | -3 | 0% | 32% | 3% | -5%
35 | Cn1nc([N+](=O)[O-])c(C(C#N)c2nc3ccccc3n2C)c(Cl)c1=O (centres undefined) | -12% | ? | -22% | 0% | -2 | 7% | ? | ? | -10%
36 | COc1cccc(CN(C)Cc2nc3cc(C(F)(F)F)ccc3c(=O)[nH]2)c1 | -2% | -1% | -17% | 0% | -4 | -7% | 41%[activator] | 17% | 6%
37 | Cc1ccc(OCC(=O)NCCC2=CCCCC2)cc1 | i | 5% | -6% | 2% | -3 | 1% | 17% | 2% | 4%[0.457 µM]
